# GLP1R cytotox: qHTS of GLP-1 Receptor Inverse Agonists: Cytotox Screen; HEK293 cAMP-luciferase reporter cells, luminescence, 24 h; Potency, µM (highest dose often 38.3 µM), for the others: at the top dose activity change, negative = inhibition, most hits filed as inhibitors; 0.13% of 410,000 active;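 further: loss of luciferase light is scored as toxicity; potency means the concentration at half of the fitted maximal effect; on the % scale 0 is the no-effect control and ±100 the full control effect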
#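 To flag toxic compounds, the library was rerun on cells for 24 hr at 37 deg C and 5% CO2. Viability-linked luminescence was captured 12 min after adding luciferase detection reagent.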
# MmCpn inh: Inhibitors of TCP-1 ring complex (TRiC) of Methanococcus maripaludis (MmCpn): qHTS; Chaperonin Mm-Cpn (Methanococcus maripaludis); purified Mm-Cpn ATPase, ADP Transcreener TR-FRET; Potency, µM (series often up to 76.9 µM), for the others: at the top dose activity, negative = inhibition, usual class: inhibitors; 0.031% of 330,000 active; AID 504842, 2011; further: potency means the concentration at half of the fitted maximal effect; on the % scale 0 is the no-effect control and ±100 the full control effect; nearly all actives have a fitted effect of over 80% in size
#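 ATPase turnover read by TR-FRET ADP competition (Eu cryptate antibody/ADP-d2, 665/590 nm): 10uM ATP final, 25nM Mm-CPN final, 30 min 37degC after 10-min compound preincubation, pH 7.4 Tris/KCl/MgCl2/DTT buffer.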
# FUS suppressor: qHTS for Suppressors of FUS Proteinopathy: Primary screen using FUS-linked yeast assay | S. cerevisiae FUS-expressing, growth rescue, OD600, 24 h | Potency, µM (titrated, usually from 76.6 µM), without a hit: at the highest dose growth rescue (activation), actives largely listed as activators | 0.24% of 390,000 active;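 further: potency means the concentration at half of the fitted maximal effect; plate controls were DMSO vehicle for no effect and reference control for full effect; nearly all actives have a fitted effect of over 55% in size; some results filed as inactive show a strong effect at the top dose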
#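 Quantitative HTS measuring growth restoration of FUS-toxic yeast. Galactose-induced cells (OD 0.005) were exposed 24hr at 30C to compounds at several concentrations, then absorbance at 600 nm was recorded.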
# TDP43 rescue: qHTS of TDP-43 Inhibitors | Potency, µM (doses to about 46.1 µM), without a hit: at the top dose growth rescue (activation), actives largely listed as activators | TDP-43 expressing yeast growth rescue, BacTiter-Glo, 24 h | 1.8% of 410,000 active; further: potency means the concentration at half of the fitted maximal effect; % of control where 0% means no effect; nearly all actives have a fitted effect of over 50% in size
#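 Cell-based yeast growth screen: TDP-43 expression induced in galactose, inoculum OD600=0.02 after raffinose pregrowth to mid-log. Read-out BacTiter-Glo luminescence at 24 hr, 30 deg C; inhibition of toxicity seen as signal increase.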
# PTHR1 agonist: qHTS for PTHR1 Agonists: Primary Screen; Potency, µM (titrated, usually from 115 µM), inactives show at the highest dose activation, usual class: activators; HEK293 GP2 PTHR1 cells, GloSensor cAMP luminescence, 1 h; 0.075% of 410,000 active; Parathyroid hormone/parathyroid hormone-related peptide receptor (Homo sapiens), Q03431; further: potency means the concentration at half of the fitted maximal effect; nearly all actives have a fitted effect of over 55% in size; some results filed as inactive show a strong effect at the top dose; inactives centre near -15; many of its hits are not listed in these tables
# Target sequence (Q03431 whole entry, looked up): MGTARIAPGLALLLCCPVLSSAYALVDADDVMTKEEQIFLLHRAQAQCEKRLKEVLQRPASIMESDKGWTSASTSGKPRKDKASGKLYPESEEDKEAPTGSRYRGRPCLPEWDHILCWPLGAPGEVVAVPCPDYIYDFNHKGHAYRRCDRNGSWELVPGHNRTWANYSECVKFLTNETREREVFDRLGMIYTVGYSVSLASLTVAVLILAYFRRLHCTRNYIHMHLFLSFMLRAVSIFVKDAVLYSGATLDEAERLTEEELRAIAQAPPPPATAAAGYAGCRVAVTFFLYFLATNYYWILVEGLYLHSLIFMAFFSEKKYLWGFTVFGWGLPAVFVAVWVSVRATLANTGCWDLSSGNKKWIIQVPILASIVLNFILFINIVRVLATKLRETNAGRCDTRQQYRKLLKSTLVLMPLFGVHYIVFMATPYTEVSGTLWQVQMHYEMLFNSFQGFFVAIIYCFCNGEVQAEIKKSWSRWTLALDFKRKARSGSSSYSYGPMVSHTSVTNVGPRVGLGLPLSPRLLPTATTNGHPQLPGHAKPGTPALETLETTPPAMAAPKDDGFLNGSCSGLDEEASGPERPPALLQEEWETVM
#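 HEK-293-derived GP2 cells expressing PTHR1 and a GloSensor cAMP reporter, 3,000/well, plated overnight, given luciferin plus IBMX (each 0.5 mM as added) for 1 h at 37 °C, then compound for 1 h at 37 °C. Luminescence was read after 15 min at room temperature.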
# aSyn yeast inh: qHTS of alpha-syn Inhibitors. Yeast expressing alpha-synuclein, growth rescue, BacTiter-Glo, 24 h. Potency, µM (series often up to 46.1 µM), without a hit: top-dose growth rescue (activation), actives largely listed as activators. 0.14% of 370,000 active; further: potency means the concentration at half of the fitted maximal effect; % of control where 0% means no effect; nearly all actives have a fitted effect of over 65% in size
#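 Readout is rescue of growth in alpha-synuclein-expressing yeast, so inhibitors of toxicity appear as activators. Growth after 24 hr at 30 deg C in galactose medium is quantified by luminescence.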
# Abeta rescue: qHTS for compounds that reverse cellular toxicity of Amyloid beta (A-beta) peptide in yeast: Primary Screen. yeast expressing A-beta42, growth rescue, OD600, 48 h; response scale: 0% DMSO, 100% iron-clioquinol control. Potency, µM (top dose mostly 46.1 µM), for inactives: at the highest dose growth rescue, most hits filed as activators. 0.063% of 410,000 active. AID 1347071, 2019; further: potency means the concentration at half of the fitted maximal effect; nearly all actives have a fitted effect of over 55% in size
#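 Growth rescue measured by 600 nm absorbance after 48 h yeast culture at 30 C with compound. Values normalized between DMSO and an equimolar ferric chloride plus clioquinol control.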
# Akt phos inh: HTS Assay for Inhibitors of Akt Phophorylation: Primary Screen. Neuro2A IGF-stimulated pAkt S473 HTRF, 20 min; active compounds read low. activity change, % for hits at 50 µM. 0.32% of 360,000 active. AID 651550, 2012; in the data active means activity change below about -80%; inconclusive means mostly about -51% to -80%; further: on the % scale 0 is the no-effect control and ±100 the full control effect
#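 Neuro2A cells in DMEM with 0.5% FBS, overnight at 37 deg C, given compound at single 50 µM final, then IGF (6 nM final) for 20 min at 37 deg C. Lysed; phospho-Akt Ser473 by HTRF after 24 h, 665/615 ratio.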
# GLP1R inv ag: qHTS of GLP-1 Receptor Inverse Agonists (Inhibition Mode); Glucagon-like peptide 1 receptor (Homo sapiens), P43220; HEK293 GLP-1R CRE-luciferase, luminescence, 24 h; GLP-1R form is constitutively active; Potency, µM (top dose mostly 38.3 µM), inactives show at the top dose activity change, negative = inhibition, hits mostly inhibitors; 1.6% of 410,000 active; AID 624417, 2012; further: potency means the concentration at half of the fitted maximal effect; on the % scale 0 is the no-effect control and ±100 the full control effect; nearly all actives have a fitted effect of over 55% in size
# Target sequence (P43220 whole entry, looked up): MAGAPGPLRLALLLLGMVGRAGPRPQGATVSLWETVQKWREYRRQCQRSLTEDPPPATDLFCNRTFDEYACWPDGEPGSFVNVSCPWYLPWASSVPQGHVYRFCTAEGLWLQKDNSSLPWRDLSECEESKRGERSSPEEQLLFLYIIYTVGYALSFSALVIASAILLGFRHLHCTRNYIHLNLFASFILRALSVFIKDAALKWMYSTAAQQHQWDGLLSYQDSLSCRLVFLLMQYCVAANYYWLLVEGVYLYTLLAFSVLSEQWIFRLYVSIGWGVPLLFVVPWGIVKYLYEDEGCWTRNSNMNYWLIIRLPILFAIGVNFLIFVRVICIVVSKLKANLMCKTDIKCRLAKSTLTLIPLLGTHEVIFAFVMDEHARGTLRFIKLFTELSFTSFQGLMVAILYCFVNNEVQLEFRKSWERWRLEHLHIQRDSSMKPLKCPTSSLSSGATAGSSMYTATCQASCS
#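 Seeding at 200 cells/uL, 12 h culture, 24 hr compound treatment, then luciferase reagent and a luminescence read; cells are HEK293 stably expressing a constitutively active GLP-1R plus cAMP-responsive luciferase.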
# * marks the source's active call; other numbers are inactive results; i = inactive; ? = inconclusive; nt = not tested or not shown; [ ] = remark or other dose. Unless noted, the call rests on the fitted dose curve; in most records, active means well fitted curve in the direction sought with a large enough effect; inconclusive means small, poorly fitted or top-dose-only effect, or another doubt; inactive means no such curve, though single readings can be large; an effect the other way counts as inactive or inconclusive.
SMILES,GLP1R cytotox,MmCpn inh,FUS suppressor,TDP43 rescue,PTHR1 agonist,aSyn yeast inh,Abeta rescue,Akt phos inh,GLP1R inv ag
CC(C)(C)Cc1c(-c2ccc(C#N)cc2)nc2ccc(Cl)cn12,14%,nt,17%,23%,-39%[inhibitor],6%,0%,i,6%
Cc1cccc(NC(=S)NC(C)C(c2ccccc2)N2CCN(C)CC2)c1C (stereo not drawn),-22%,1%,4%,5%,i,0%,-2%,i,?
Cc1cc(C)c2cc(C#N)c(N3CCCN(C(=O)c4cnccn4)CC3)nc2c1,-3%,0%,36%,20%,-20%,0%,-10%,i,?
Cc1nc(SCc2ccccc2C#N)n[nH]1,5%,-1%,-22%,2%,i,-1%,-17%,i,9%
CCOC(=O)C1=C(CS(=O)(=O)c2ccccc2)NC(=O)NC1c1cccc(OC)c1 (stereo not drawn),-13%,0%,19%,-21%[0.397 µM],i,0%,-8%,i,-18%
CC(C)C[C@@H](CN1CCC[C@H]1CN1C(=O)C(=O)NC[C@@H]1Cc1ccccc1)N1C[C@H](Cc2ccc(O)cc2)N(CC2CCCCC2)C(=O)C1=O,-6%,nt,23%,2%,i,-17%,-11%,i,-9%
CC(c1n[nH]c(=S)n1Cc1ccccc1)N(C)C (stereo not drawn),24%[0.307 µM],1%,-8%,19%,i,-1%,6%,i,-6%[0.307 µM]
CC(C)(CCc1ccccn1)C(=O)C(CCc1ccccn1)CCc1ccccn1,11%,nt,-8%,-3%,-2%,-1%,8%,i,-4%
CCOC(=O)c1sc2cccc(F)c2c1S(=O)(=O)N1CCN(c2cccc(Cl)c2)CC1,27%,nt,10%,5%,-45%[inhibitor],nt,-4%,nt,?
CCCOc1cccc(C(=O)Nc2cc(NC(=O)c3ccco3)ccc2OC)c1,1%,3%,?,13%,-42%[inhibitor],-4%,16%,-107%*,-9%
COC(=O)c1nc2n(n1)C(c1cccc(Cl)c1)C1=C(CC(C)(C)CC1=O)N2 (stereo not drawn),-8%,-1%,8%,0%,-12%,0%,4%,i,6%
C[C@@H](CSc1ccc(Br)cc1)CN1CC[C@H](C(C)(C)C)CCC1=O,0%,-1%,37%,-19%,-58%[inhibitor],-29%,-10%,i,?
O=C(NCCS(=O)(=O)N1CCCC1)c1ccccc1,1%,1%,-2%,-27%,i,-1%,1%,i,15%
CCN(CC)CCn1c(OC)cc(=O)[nH]c1=O,7%,1%,-5%,10%,-8%,0%,-3%,i,6%
CCOC(=O)c1ccc(NC(=S)NN2CCOCC2)cc1,0%[1.53 µM],0%,12%,1%,i,-3%,-5%,i,9%
C=CCSc1nc(=O)n2cccc(C)c2n1,5%,4%,-11%,28%,-21%,-10%,-10%,i,0%
Cc1nc2ccn(Cc3ccco3)c(=O)c2cc1C(=O)NCc1ccccc1,-7%,nt,6%,10%,-16%,nt,-8%,nt,?
O=C(c1n[nH]c2ccccc12)N1CCOCC1,-5%,1%,-32%,7%,i,3%,-7%,i,0%
COC(=O)Cn1cnc2c1c(=O)n(C)c(=O)n2C,-13%,-1%,29%,-8%,i,0%,-16%,i,0%
COc1ccc(OC)c(NC(=O)CSC2=Nc3ccccc3C3=NC(CCC(=O)NCc4ccco4)C(=O)N23)c1 (stereo not drawn),2%,nt,-7%,22%,-2%,nt,-2%,nt,6%
CCOc1ccc2oc(C(=O)N(C)CC(=O)Nc3ccc(OCC)c(OCC)c3)c(C)c2c1,-15%,-2%,?,?,i,4%,4%,i,?
CC(C)C[C@@H]1CN=C(N)N1C[C@@H]1CCCN1C[C@H](C)N1C[C@@H](Cc2ccccc2)N(CCc2ccc(Cl)c(Cl)c2)C1=N,2%,2%,-10%,16%,i,-24%,0%,i,18%
OC(c1ccccc1)c1nc2ccccc2n1Cc1c(F)cccc1Cl (stereo not drawn),7%,nt,-23%,20%,-38%[inhibitor],nt,-1%,nt,?
Cc1cc(C(C)(C)C)oc1C(=O)OCC(=O)NC1CCCCC1,3%,3%,-16%,19%,-37%,4%,24%,i,?
CC(C)Cn1cc(C(=O)NCCCOC(C)C)c2c3ccccc3n(C)c2c1=O,-2%,2%,2%,-12%,i,0%,-8%,i,0%

# The list goes on:
SMILES,GLP1R cytotox,MmCpn inh,FUS suppressor,TDP43 rescue,PTHR1 agonist,aSyn yeast inh,Abeta rescue,Akt phos inh,GLP1R inv ag
C(=N\n1cnnc1SCc1ccccc1)/c1ccco1,4%,2%,26%,-13%,i,-2%,-11%,i,7%
CC(=O)Nc1ccc(N(CC(=O)NC2CCCC2)C(=O)CCC(=O)Nc2cc(C)on2)cc1,1%,0%,16%,-5%,-3%,-1%,1%,i,9%
Cc1ccc(S(=O)(=O)NCc2ccccc2)cc1C(=O)N(C)CC(=O)Nc1c(Cl)cccc1Cl,9%,-1%,12%,15%,i,-2%,8%,i,-11%
CN(C)CCCNC(=O)C1(O)c2cc(Br)ccc2NC(=O)N1c1c(F)cccc1F (stereo not drawn),-5%,?,-19%,11%,i,0%,1%,i,2%
O=S(=O)(c1cc(C(F)(F)F)ccc1Cl)N1CCN(c2ncnc3ccccc23)CC1,-29%,0%,11%,15%,-40%[inhibitor],-9%,3%,i,?
CN(Cc1cccs1)C(=O)CNC(=O)c1ccco1,1%,-3%,7%,16%,i,-5%,9%,i,26%
CN1CCN(CCC(=O)N/N=C/C=C2\N(C)c3ccccc3C2(C)C)CC1,8%[7.66 µM],0%,29%,5%[9.22 µM],i,-2%,-3%,i,3%[7.66 µM]
CCOC(=O)c1cc(-c2ccc(F)cc2)n(CCC(=O)Nc2cc(OC)cc(OC)c2)c1C,-2%,nt,9%,-13%,i,nt,-21%,nt,-21%
Cc1cc2nnc(SCC(=O)Nc3ccc(Cl)cc3)n2c(N)n1,-3%,1%,7%,-2%,i,-6%,-3%,i,7%
O=C(Nc1ccccc1)OC1C2CCC1C(N1CCCCC1)CC2 (stereo not drawn),21%,1%,18%,-2%,-1%[57.5 µM],-8%,5%,i,-17%
CCCn1c(N)c(C(=O)CSc2nnc(C)n2Cc2ccccc2)c(=O)n(C)c1=O,-18%,-2%,-5%,-7%,-1%[57.5 µM],0%,7%,i,-24%
CN(c1ccc(C(=O)Nc2ccccn2)cc1)S(=O)(=O)c1ccccc1,3%,4%,-2%,4%,-2%,16%,-23%,i,0%
Cc1c(NC(=S)NNC(=O)CCC(=O)O)c(=O)n(-c2ccccc2)n1C,-10%,1%,6%,4%,-16%,1%,8%,i,15%
O=C1CSC(c2ccccc2)N1CCc1ccccc1 (stereo not drawn),1%,1%,-9%,-2%,i,1%,-15%,i,-16%
Cc1ccc(S(N)(=O)=O)c(C)c1N1CCCC1=O,3%,4%,-36%,5%,-15%,-2%,-4%,i,15%
Cc1cccc(OCC(O)Cn2c(NCCCOC(C)C)nc3c2c(=O)[nH]c(=O)n3C)c1 (stereo not drawn),-10%,-6%,?,-11%,i,1%,9%,i,11%
COc1ccc(OC)c(C(=O)CSc2ncc3c(n2)-c2ccccc2N(Cc2ccccc2C)S3(=O)=O)c1,7%,nt,-24%,2%,-3%,nt,-15%,nt,11%
C=CCn1cc(C(=O)c2cc(Br)ccc2O)cc(C#N)c1=O,-1%,-5%,20%,6%,-13%,7%,4%,i,-12%
O=C(O)c1nn(CCOc2ccc(Cl)cc2Cl)c(=O)c2ccccc12,-4%,-1%,6%,-14%,-18%,-6%,-1%,i,42%[activator]
CC(=O)Nc1ccc(C(=O)COC(=O)CN2C(=O)NC3(CCCCC3C)C2=O)cc1 (stereo not drawn),12%,-6%,11%,4%,-17%,-5%[1.84 µM],2%,i,12%
O=C(NN=Cc1ccc(O)cc1)C(=O)NN=Cc1ccc(O)cc1,4%,nt,22%,-8%,i,0%,-4%,i,8%
C/C(N)=C(/C#N)C(=O)COC(=O)CCS(=O)(=O)c1ccccc1,-3%,2%,12%,9%,-3%[57.5 µM],4%,4%,i,7%
COc1ccc(C2/C=C\CN(C(=O)Oc3ccccc3)CC(=O)N2Cc2ccc(F)cc2)cc1 (stereo not drawn),-4%,0%,24%,21%,-43%,3%,-7%,i,8%
O=C(O)C1C2C=CC(C2)C1C(=O)Nc1ccccc1Br (stereo not drawn),-13%,-1%,2%,-1%,-22%,-3%,12%,i,0%
COc1ccc(/C=C2\S/C(=N/S(=O)(=O)c3cccs3)NC2=O)cc1,7%,-2%,7%,13%,-19%,-4%,2%,i,8%

# Record cards (already shown).
# COc1ccc(C2/C=C\CN(C(=O)Oc3ccccc3)CC(=O)N2Cc2ccc(F)cc2)cc1 (stereo not drawn) across the screens: GLP1R cytotox = -4%; MmCpn inh = 0%; FUS suppressor = 24%; TDP43 rescue = 21%; PTHR1 agonist = -43%; aSyn yeast inh = 3%; Abeta rescue = -7%; Akt phos inh = i; GLP1R inv ag = 8%
# O=C(O)C1C2C=CC(C2)C1C(=O)Nc1ccccc1Br (stereo not drawn) across the screens: GLP1R cytotox = -13%; MmCpn inh = -1%; FUS suppressor = 2%; TDP43 rescue = -1%; PTHR1 agonist = -22%; aSyn yeast inh = -3%; Abeta rescue = 12%; Akt phos inh = i; GLP1R inv ag = 0%

# A portion of the library; count on the stated rates, not on these rows.
